High-throughput results from PubChem.
LMP1 NFkB inh: EBV LMP1-driven NF-kappaB luciferase reporter inhibitors, primary screen, cell-based, luminescence, single point; AID 504558, 2011; hit rate 0.69% among 350,000; LMP1-induced NF-kappaB luciferase reporter cells; inhibition, % at 12.5 µM; in the data active = inhibition above about 41%;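 note: 0% = neutral control wells and 100% = reference inhibitor control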
TRAIL sens C8: viability loss with TRAIL in NB7+C8 cells, primary screen, TRAIL sensitizer project, cell-based, ATPlite luminescence. inhibition (viability loss, TRAIL sensitization), % at 10 µM. hit rate 1% among 360,000. AID 624354, 2012;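 active = compounds causing at least 50% loss of cell viability in the single-dose screen, relative to plate controls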
NR5A2 inv ag: LRH-1 (NR5A2) inverse agonists, primary screen, cell-based, luminescence, HEK293T, StAR-luciferase reporter; AID 602396, 2012; inhibition, % at 3.6 µM; hit rate 0.13% among 360,000; LRH-1 transfected, 24 h; Nuclear receptor subfamily 5 group A member 2 (Homo sapiens), O00482;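 active = inhibition above the mean inhibition of all tested compounds plus 3 SD, cut at about 73% in these data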;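 note: 0% = DMSO wells and 100% = reporter-only cells lacking LRH-1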
TROY NFkB inh: inhibitors of TROY-driven NF-kB signaling, primary screen, Q293 LMP1-TROYcd cells, NF-kB luciferase, uHTS; Q293 LMP1-TROYcd NF-kB luciferase reporter, 4 h; inhibition, % at 10 µM; hit rate 0.98% among 360,000;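 active = compounds whose plate-normalised and pattern-corrected inhibition of the luciferase reporter signal at the single screening dose is 50% or more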
KKLEB tox: cytotoxicity in KKLEB CF airway cells, primary screen, cytotoxicity control for CF NF-kB inhibitor project, cell-based, uHTS, fluorescence assay plates; KKLEB CF airway cells viability, ATPlite luminescence, overnight; stronger effect = lower value; cells stimulated with P. aeruginosa culture filtrate; activity change (cytotoxicity), % at 5 µM; hit rate 0.36% among 360,000;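 active = corrected activity change at or below -50% at 5 µM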
TWEAK Fn14 block: inhibitors of TWEAK-Fn14 signaling, primary screen, luciferase reporter cells, uHTS | hit rate 2% among 360,000 | TWEAK-stimulated Fn14 reporter cells, luciferase luminescence, 8 h | inhibition, % at 10 µM | AID 1159606, 2016; in the data active = inhibition above about 50%
SRC2 inh: inhibition of GAL4-SRC2 driven luciferase reporter, primary screen, SRC2 inhibitor project, cell-based, luminescence; Nuclear receptor coactivator 2 (Homo sapiens), Q15596; HEK293 GAL4-SRC2 luciferase reporter; inhibition, % at 9 µM; hit rate 0.17% among 370,000; AID 651957, 2012;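 active = inhibition above the mean inhibition of all tested compounds plus 3 SD, set per campaign, cut at about 52% in these data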;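 note: 0% = DMSO treated cells and 100% = cells given Gossypol at 36 µM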
SRC3 inh: SRC3 coactivator transcriptional activity inhibitors, primary screen, cell-based, luminescence. Nuclear receptor coactivator 3 (Homo sapiens), Q9Y6Q9. HEK293 GAL4-SRC3 luciferase reporter. inhibition, % at 3.6 µM. hit rate 0.17% among 360,000. AID 588352, 2011;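 active = inhibition above a per-campaign cutoff, the mean of all compounds plus 3 SD, cut at about 60% in these data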;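 note: 0% = DMSO-treated cells and 100% = gossypol-treated cells at 36 µM; higher means less SRC3-driven luciferase light from the GAL4 reporter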
NR2F2 inh: NR2F2 transcriptional activity inhibitors, primary screen, cell-based, luciferase reporter, HEK293T, luminescence; COUP transcription factor 2 (Homo sapiens), P24468; HEK293T NGFI-A luciferase reporter; inhibition, % at 8.6 µM; hit rate 0.7% among 370,000;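 active = inhibition above a per-plate cutoff, mean inhibition of test wells between control levels plus 3 SD, cut at about 38% in these data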;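 note: cells cotransfected with COUP-TFII expression vector driving the NGFI-A reporter; 0% = median of COUP-TF2 test wells and 100% = reporter-only cells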
SRC1 inh: SRC1 coactivator transcriptional activity inhibitors, primary screen, cell-based, luminescence; Nuclear receptor coactivator 1 (Homo sapiens), Q15788; HEK293 GAL4-SRC1 luciferase reporter; inhibition, % at 3.6 µM; hit rate 0.12% among 360,000;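 active = inhibition above the campaign mean plus 3 SD, with each screening campaign given its own cutoff, cut at about 60% in these data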;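 note: 0% = DMSO treated cells and 100% = gossypol at 36 µM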
CF NFkB block: inhibitors of PAF-induced NF-kB signaling, primary screen, cell-based, GFP fluorescence, uHTS; hit rate 0.86% among 360,000; AID 588850, 2011; KKLEB NF-kB-GFP reporter, GFP fluorescence overnight; inhibition, % at 5 µM;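 active = at least 50% inhibition at 5 µM, scaled per plate between neutral and stimulator controls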;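 note: PAF is a Pseudomonas aeruginosa culture filtrate used as stimulus; plate controls were PAF-stimulated DMSO wells for no effect and unstimulated DMSO wells for full effect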
Numbers without * were called inactive; · = not tested or not shown.

SMILES	LMP1 NFkB inh	TRAIL sens C8	NR5A2 inv ag	TROY NFkB inh	KKLEB tox	TWEAK Fn14 block	SRC2 inh	SRC3 inh	NR2F2 inh	SRC1 inh	CF NFkB block
COc1ccc(S(=O)(=O)N2CCC(C(=O)c3ccc4c(c3)OCCO4)CC2)cc1	-10	8	-7	19	-1	-8	39	-15	17	1	8
COc1ccc(N2CCN(C(CNC(=O)C3CCCCC3)c3cccnc3)CC2)cc1 (stereo not drawn)	-3	-5	-4	-9	3	5	1	4	1	-2	-1
Cc1ccc(N2CC(C(=O)Nc3nnc(SCC(N)=O)s3)CC2=O)cc1 (stereo not drawn)	-2	-10	-4	2	-2	-6	-27	-9	1	1	5
O=C(NCC1CCCO1)c1nn2c(C(F)(F)F)cc(-c3ccco3)nc2c1Cl (stereo not drawn)	4	-2	4	-29	-17	1	-12	12	-5	-53	2
COC(=O)c1c(C)[nH]c(C(=O)OC(C)C(=O)N2CCOCC2)c1C (stereo not drawn)	-8	-2	-1	-2	-7	-18	-60	-6	-27	-33	7
Cc1nc(Nc2ccc3c(c2)OCCO3)c2oc3ccccc3c2n1	3	-5	10	-7	0	-4	-14	-11	-9	2	-1
N#C/C(=C\c1c(Oc2ccccc2Cl)nc2ccccn2c1=O)C(=O)NC1CCS(=O)(=O)C1 (stereo not drawn)	1	-10	-10	10	-1	15	-7	-2	4	-8	-12
CCCn1c(SC(C)C(=O)NCC2CCCO2)nc2sc(CC)cc2c1=O (stereo not drawn)	7	-5	8	3	0	2	-5	-16	8	-1	-3
CC(C(=O)O)n1cc(C#N)c(=O)[nH]c1=O (stereo not drawn)	2	-10	-2	10	-2	-16	-19	0	-6	3	19
COc1ccc(C(=O)Cn2c(C(=O)/C=C/c3ccccc3)nc3ccccc32)cc1	7	13	3	11	-14	-21	-14	21	-4	11	-4
CCc1ccc(N(CC)C(=O)c2cn(C)c(=O)c3ccccc23)cc1	-8	-4	2	-7	-10	6	-17	7	-13	-5	18
COc1cc(C=O)ccc1OCC(=O)Nc1cccc(S(=O)(=O)N(C)c2ccccc2)c1	0	-18	18	30	2	-4	-2	0	9	-6	-14
CCOc1c(Br)cc(CNc2ncn[nH]2)cc1OC	1	-5	10	-10	4	-2	-11	23	-5	-5	-2
COc1cccc(-n2c(SCC(=O)NC3CCS(=O)(=O)C3)nc3ccccc3c2=O)c1 (stereo not drawn)	3	-1	1	16	10	6	-29	-31	5	-11	-21
CC1CCC2C(=O)N(c3ccc(C(=O)Oc4cccc5cccnc45)cc3)C(=O)C2C1 (stereo not drawn)	1	12	7	11	3	21	-29	13	6	-9	2
CC(=O)c1ccc(OC(=O)/C=C/c2ccccc2)cc1	-5	-5	-5	-22	3	-3	9	-2	16	-2	-5
COc1ccc(N(CC(=O)NC2CCCC2)C(=O)Cn2nnc(-c3ccc(OC)c(OC)c3)n2)c(OC)c1	2	-21	8	0	-2	-5	6	10	15	5	6
Cc1ccc(Nc2nnc(SCC(O)=C(C#N)c3nc4ccccc4[nH]3)s2)c(C)c1	-14	-2	15	20	16	18	1	-3	13	-14	-35
COc1cc2nc(CN(C)Cc3ccc(OC)c(OC)c3OC)[nH]c(=O)c2cc1OC	-4	4	-35	-14	5	-3	-12	-16	-12	-21	-6
CC(=O)N1CCN(C(=S)Nc2cc(S(=O)(=O)N3CCOCC3)ccc2Cl)CC1	-4	-5	5	8	4	8	4	12	1	4	-11
Cc1nc2ccc([N+](=O)[O-])cc2c(=O)n1Cc1ccc([N+](=O)[O-])cc1	0	-13	3	7	10	-23	10	2	-5	-5	-1
COc1cc(OC)nc(Oc2ccc(NC(C)=O)cc2)n1	-13	-7	-9	-8	3	29	-17	11	7	4	6
COc1cccc(Cn2cc(C(=O)NCCN(C)C)nn2)c1	4	7	7	-3	-4	-6	-12	-8	3	-9	8
Cc1nc(NC(=O)CCN2C(=O)C3CC=CCC3C2=O)sc1C (stereo not drawn)	-2	0	-10	-8	6	5	-28	-18	0	-4	-5
COc1ccc(NC(=O)c2cc(-c3cc(F)ccc3OCC3CCCO3)n[nH]2)c(C)c1 (stereo not drawn)	·	4	17	8	-3	-12	3	-12	-2	6	8
CCn1c(C(=O)N2CCC(C(=O)NCc3ccc4c(c3)OCO4)CC2)cc2sccc21	1	17	8	18	5	-20	-25	10	11	20	-7
CC(=O)Nc1ccc(SCC(=O)OCC(=O)NC(=O)NCCC(C)C)cc1	-7	-2	5	15	-10	-4	-19	22	10	-3	2
O=C(CSc1ccccc1)Nc1cc(Cl)ccc1Oc1ccccc1	0	4	2	-14	-5	2	-25	4	-1	-8	8
COc1ccc2c(c1)-c1nc(N)sc1CC2	-1	-1	6	-9	7	-6	-6	12	-22	0	-12
CCn1c(CSc2nnc(-c3ccc4c(c3)OCO4)o2)nc2cc(S(=O)(=O)N(C)C)ccc21	6	-4	-6	-3	-17	12	-1	-1	2	-14	16
COc1ccc(Nc2nc(-c3ccccc3)nc3ccccc23)cc1S(=O)(=O)N1CCOCC1	9	48*	-12	27	-24	-3	14	37	17	20	89*
O=C(NN=C1CCCCCCCCCCC1)c1ccncc1	2	-9	17	4	7	-5	23	6	8	-10	11
COCCNC(=O)COc1ccccc1Cl	-1	-10	-6	-9	0	-6	-33	-9	-13	-9	-4
CCOc1ccc(CSC(CC(=O)O)C(=O)O)cc1 (stereo not drawn)	-4	-1	-14	-6	-1	6	-8	10	11	-7	-4
COc1ccc(Cl)cc1Nc1nc(-c2sc(NC(=O)CC(C)C)nc2C)cs1	-7	5	4	28	10	1	11	21	12	-14	-13
O=C(CN1C(=O)C2CCCCC2C1=O)Nc1ccccc1C(=O)O (stereo not drawn)	-3	-4	-23	2	5	-4	4	0	-17	2	-19
CCC/C=N/NC(=O)C1COc2ccccc2O1 (stereo not drawn)	0	-23	-5	-1	7	9	6	-6	-1	11	1
COc1c2ccoc2c(OC(C)=O)c2oc(C)cc(=O)c12	9	-3	-5	-8	-14	11	19	5	9	18	23
CC(=O)n1c(-c2ccccc2)c(-c2ccccc2)n(C)c1=O	6	3	19	8	3	12	-14	6	-37	3	-19
COC(=O)c1nn(Cc2ccccc2)c(=O)c2ccccc12	-26	5	-6	-10	10	21	-23	14	-13	-12	-7
COc1ccc(S(N)(=O)=O)cc1C(=O)OCC(=O)N1c2ccccc2NC(=O)C1(C)C	2	3	19	-4	-7	3	-21	13	0	13	-17
CC1=C(C)CC(C(=O)NCc2cccc(Cl)c2)C(C(=O)O)C1 (stereo not drawn)	5	4	1	-5	1	2	8	-6	9	-1	17
COc1ccc(/C=N/Nc2nc(C(=O)O)cs2)cc1	9	-3	-79	-31	-6	23	-28	-64	-31	-101	-12
COc1ccc(-c2noc(CCC(=O)NCCN(C)Cc3ccccc3)n2)cc1	-1	-4	-2	1	-1	-4	1	-7	20	-4	8
COc1ccc(-n2c(C)cc(/C=C3\SC(=O)NC3=O)c2C)cc1	-1	-13	-39	-31	7	-21	-30	-26	-2	1	-3
CCCN(c1nc(C)cc(OC)n1)S(=O)(=O)c1ccccc1	-1	-6	-11	5	-12	-3	-31	5	2	-49	6
CC(C)(C)NC[C@@H](O)COc1cccc2c1CCCC2=O	1	-1	11	-17	7	-8	2	4	4	-7	3
O=C(NCCc1ccccc1)C(=O)NCC1CCCN1S(=O)(=O)c1cccs1 (stereo not drawn)	2	8	-14	7	-2	-4	-8	17	-13	-21	-4
Cc1ccc(NP(=O)(Nc2ccc(C)cc2)Nc2ccc(C)cc2)cc1	9	1	8	2	8	11	-21	21	15	-16	4
COc1ccc(NC(=O)CSc2nncc(=O)n2N)cc1OC	-2	0	22	-33	-1	-9	-21	1	-15	-1	-1
Cc1csc(NC(=O)CSCc2c(C)noc2C)n1	2	-18	9	8	8	-2	0	-5	-7	-2	16
COc1ccc2c([N+](=O)[O-])c(Cl)[nH]c2c1	-4	1	-10	-2	11	-3	-31	21	4	1	10
CC(=O)C(C(c1ccccc1)N1CCCc2ccccc21)N1CCOCC1 (stereo not drawn)	6	7	3	-39	8	-3	11	16	21	3	-1
NNc1nc2ccccc2c(=O)n1Cc1ccccc1	-9	5	-63	-53	4	74*	-131	-28	-13	-33	6
CC1(C)C(=O)Nc2ccccc2N1C(=O)COC(=O)C1CCCCC1	2	-6	-6	-13	10	-5	-24	12	8	-14	0
CCOC(=O)CSc1[nH]c2cc(OC)ccc2c1[N+](=O)[O-]	-1	6	1	9	10	-11	41	26	18	-7	3
COC(=O)CCNC(=O)Cc1ccc(S(=O)(=O)N2CCCCC2)s1	5	5	10	-15	-6	-1	-54	6	25	-15	9
CCCCc1nc2cc(C(=O)N3CCNC(=O)C3CC(=O)OC)ccc2o1 (stereo not drawn)	-8	-4	-8	-8	10	-12	-11	-18	6	-17	-8
CNC(=O)c1c(O)c2cccc3c2n(c1=O)CCC3	9	-14	-27	9	19	-4	5	-8	6	-22	-48
CSc1ccccc1NC(=O)CSCc1ccccc1Br	-2	5	9	-19	-3	-12	-1	-1	-10	2	-6

2 records drawn at random from the list so far:
SMILES	LMP1 NFkB inh	TRAIL sens C8	NR5A2 inv ag	TROY NFkB inh	KKLEB tox	TWEAK Fn14 block	SRC2 inh	SRC3 inh	NR2F2 inh	SRC1 inh	CF NFkB block
COC(=O)CCNC(=O)Cc1ccc(S(=O)(=O)N2CCCCC2)s1	5	5	10	-15	-6	-1	-54	6	25	-15	9
CCOC(=O)CSc1[nH]c2cc(OC)ccc2c1[N+](=O)[O-]	-1	6	1	9	10	-11	41	26	18	-7	3

(listing goes on)
SMILES	LMP1 NFkB inh	TRAIL sens C8	NR5A2 inv ag	TROY NFkB inh	KKLEB tox	TWEAK Fn14 block	SRC2 inh	SRC3 inh	NR2F2 inh	SRC1 inh	CF NFkB block
Nc1c(C(=O)NCc2ccco2)nnn1-c1ccccc1	-9	-1	-60	-36	4	-2	-39	-18	-42	-62	3
O=C(O)C(Cc1ccccc1)N1C(=O)C=CC1=O (stereo not drawn)	2	-3	-3	3	22	11	-30	-10	4	-6	-11
NC(=O)c1cc2ccccc2o/c1=N\NC(=O)c1ccncc1	-8	-1	13	-25	5	-13	-22	2	-3	-6	-9
CC(NNC(=S)N1CCCCCC1)c1ccc2ccccc2n1 (stereo not drawn)	·	-7	-22	12	-17	-11	-34	-31	16	-67	10
CC(C)(C)NC(=O)CCc1nnc(Cc2c[nH]c3ccccc23)o1	-2	5	-6	-12	-8	6	3	18	-18	-3	-6
